Bioassay records from PubChem BioAssay.
GAA glycogen: qHTS Assay for Inhibitors and Activators of Human alpha-Glucosidase Cleavage of Glycogen; recombinant GAA, glycogen substrate, Amplex Red glucose oxidase fluorescence; Potency, µM (titrated, usually from 76.4 µM), inactives show at the highest dose activity change, negative = inhibition, most hits filed as inhibitors; hit rate 0.38% among 300,000; active means well fitted inhibition curve with a large enough effect; inconclusive means small, poorly fitted or top-dose-only effect, or another doubt; inactive means no such curve, though single readings can be large or run the other way;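 further: 0% = full enzyme reaction and -100% = no-enzyme basal signal; the screen sought inhibitors and activators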
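Recombinant human enzyme (4 nM); glycogen substrate; 37 C, 40 min, pH 5.0. Readout: coupled glucose oxidase/Amplex Red fluorescence.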
Numbers without * were called inactive; ? = inconclusive; & = joins results of further samples; [ ] = another dose, or the depositor's remark. Potency means the concentration at half of the fitted maximal effect. This is a subset. The share of hits here may be higher or lower than overall.

Sample of the layout, four compounds:
GAA glycogen	smiles
1%	CCN1CCCC1CNC(=O)c1cc2c(OC)c(OC)c(OC)cc2[nH]1 (configuration not stated)
3%	CC1(C)C(C=C(Cl)Cl)C1C(=O)Nc1ccc(S(=O)(=O)Nc2ncccn2)cc1 (configuration not stated)
5%[76.3 µM]	O=C(NCc1cccnc1)C1CC(c2ccc(Cl)c(Cl)c2)=NO1 (configuration not stated)
1%[76.3 µM]	CN(C(=O)c1ccncc1)C1CCCN(Cc2ccccc2F)C1 (configuration not stated)

The whole of this part, from the start:
GAA glycogen	smiles
1%	CCN1CCCC1CNC(=O)c1cc2c(OC)c(OC)c(OC)cc2[nH]1 (configuration not stated)
3%	CC1(C)C(C=C(Cl)Cl)C1C(=O)Nc1ccc(S(=O)(=O)Nc2ncccn2)cc1 (configuration not stated)
5%[76.3 µM]	O=C(NCc1cccnc1)C1CC(c2ccc(Cl)c(Cl)c2)=NO1 (configuration not stated)
1%[76.3 µM]	CN(C(=O)c1ccncc1)C1CCCN(Cc2ccccc2F)C1 (configuration not stated)
0%	COc1ccccc1OCc1ccc(C(=O)N2CCCCC2)o1
-2%	CC(=O)C1=C(C)Nc2ncnn2C1c1cccc(Br)c1 (configuration not stated)
-2%	COc1ccccc1N1CCN(CCCn2c(=S)[nH]c3ccccc3c2=O)CC1
-2%[76.3 µM]	CCn1c(SCC(=O)Nc2ccc(C)cc2Br)nnc1-c1nonc1NC(C)=O
2%[76.3 µM]	CN1CCN(c2ccc(S(=O)(=O)N3CCCCC3)cc2NC(=O)CSCc2ccccc2)CC1
2%[76.3 µM]	Cc1cccc(C(=O)Nc2cc(-c3nc4cccnc4s3)ccc2C)c1
-3%	O=C(c1ccc(Br)cc1)C(CN1CCOCC1)c1ccccc1 (configuration not stated)
5%[76.3 µM]	CCCOc1ccc(-c2c(=O)n(OCC(=O)OCC)c3ccccc3[n+]2[O-])cc1
-10%[76.3 µM]	CN(Cc1c(F)cccc1Cl)C(=O)c1ccc(COc2ccccc2)cc1
-15%[76.3 µM]	CCCn1c(=O)c2sccc2n2c(CCCC(=O)N3CCN(c4ccc(OC)cc4)CC3)nnc12
-5%[76.3 µM]	Cc1nc2nc(SCC(=O)Nc3cccc(F)c3)[nH]c2cc1Br
-5%[76.3 µM]	COc1ccc(NC(=O)CCCc2ccccc2)cc1OC
0%[76.3 µM]	COc1ccccc1CNC(=O)CNC(=O)c1sc2ccccc2c1Cl
-7%[76.3 µM]	C=CCn1c(SCC(=O)Nc2ccc(N3CCOCC3)cc2)nc2ccccc2c1=O
0%	COc1ccc(-n2nc(C(=O)NCC(=O)N3CC(C)CC(C)C3)c3ccccc3c2=O)c(OC)c1 (configuration not stated)
-11%[76.3 µM]	O=C(O)Cc1ccc(NC(=O)COc2ccc3ccccc3c2)cc1
0%[76.3 µM]	CCN1C(=O)C(=O)N(Cc2ccc(OC)c(F)c2)C1=O
-21%	COc1ccc(C(=O)O)cc1S(=O)(=O)Nc1ccccc1-c1ccccc1
-1%	CC1(C)CC(NC(=O)C(C)(C)Oc2ccc(Cl)cc2)CC(C)(C)N1
-11%[76.3 µM]	COc1ccc(NC(=O)c2cnn(-c3ccccc3)c2C)c(OC)c1
-6%	Oc1cccc(Nc2c3ccccc3nc3ccccc23)c1
3%[76.3 µM]	CN(CCc1ccccc1)C(=O)CCc1nnc(Cc2ccc3c(c2)OCO3)o1
-12%[76.3 µM]	COC(=O)c1ccc(/C=C/c2c(-c3ccsc3)sc3ccccc23)cc1
-6%[76.3 µM]	COCCn1c(SCC(=O)Nc2ccc(C(N)=O)cc2)nc2c([nH]c3ccccc32)c1=O
2%[76.3 µM]	Cc1cc(NC(=O)CSc2nc3c(C)ccc(C)c3cc2C#N)no1
10%[76.3 µM]	COc1ccc(Br)cc1CNC(=O)CCc1cn(Cc2ccc(C)cc2)c2ccccc12
-3%[76.3 µM]	CN(Cc1ccc(C(F)(F)F)cc1)C(=O)C1CCC(=O)N(C2CC2)C1 (configuration not stated)
13%[76.3 µM]	COc1cccc(CNC(=O)CN2C(=O)COc3ccc(S(=O)(=O)N4CCOCC4)cc32)c1
3%	O=S(=O)(Nc1ccc(O)c2ccccc12)c1ccc(Br)cc1
10%[76.3 µM]	CC1=C(c2ccc(C(C)C)cc2)S(=O)(=O)NC1=NCCCN1CCN(c2ccccc2F)CC1
13%[76.3 µM]	O=C(NCc1ccc2c(c1)OCO2)c1cc(F)c(F)cc1Cl
-19%	Cn1cnc2cc(NCc3ccccc3Cl)ccc21
-6%	CS(=O)(=O)Nc1ccccc1C(=O)Nc1cc2c(cc1C(=O)O)OCCCO2
4%	CCC(=O)N1CCc2cc(Br)cc(S(=O)(=O)N3CCCC(C(=O)NC(C)(C)C)C3)c21 (configuration not stated)
7%	CCCn1c(=O)cc(N)n(-c2ccc(OC(F)(F)F)cc2)c1=O
-12%[76.3 µM]	COc1ccc(CCN(C)C2CCCN(C(=O)c3sccc3C)C2)cc1OC (configuration not stated)
-8%	CCCCN(c1nc2ccccc2nc1Cl)S(=O)(=O)c1ccc(C)cc1
3%	CCN(CC)CCNC(=O)c1ccc(NC(=O)c2ccccc2-c2ccc(C(F)(F)F)cc2)cc1
-6%[76.3 µM]	CC(C)c1ccc(NC2CCCN(C(=O)c3ccncc3)C2)cc1 (configuration not stated)
-4%	Cc1ccc(OCCNC(=O)c2ccc3ccccc3n2)cc1
-8%[76.3 µM]	C/C(=N/NC(=O)c1ccc(Br)o1)c1cccs1
-9%[76.3 µM]	Cc1cccc(OCC(=O)Nc2ccc(CN3CCOCC3)cc2)c1C
9%[76.3 µM]	CCOc1ccc(OCC)c(S(=O)(=O)n2cnc(C)c2)c1
1%	CC1CCCC(C)N1C(=O)CSc1nnc(COc2ccc(F)cc2)o1 (configuration not stated)

Arranged by value in GAA glycogen (descending): some entries from above.
GAA glycogen	smiles
3%	CC1(C)C(C=C(Cl)Cl)C1C(=O)Nc1ccc(S(=O)(=O)Nc2ncccn2)cc1 (configuration not stated)
1%	CCN1CCCC1CNC(=O)c1cc2c(OC)c(OC)c(OC)cc2[nH]1 (configuration not stated)
0%	COc1ccc(-n2nc(C(=O)NCC(=O)N3CC(C)CC(C)C3)c3ccccc3c2=O)c(OC)c1 (configuration not stated)
-4%	Cc1ccc(OCCNC(=O)c2ccc3ccccc3n2)cc1
-6%	Oc1cccc(Nc2c3ccccc3nc3ccccc23)c1
-19%	Cn1cnc2cc(NCc3ccccc3Cl)ccc21

New compounds follow.
GAA glycogen	smiles
-5%[76.3 µM]	Cc1cnc(C(=O)Nc2ccc(OC(F)(F)F)cc2)cn1
-9%	Cc1cc(NS(=O)(=O)c2c(C)[nH]c(=O)[nH]c2=O)ccc1Br
1%	Cc1cccc(N2CCN(C(=O)NC(C)c3ccc(F)c(F)c3)CC2)c1C (configuration not stated)
1%	CCn1cc(C(=O)NCCC(C)C)c(=O)c2cc(F)c(N3CCN(C)CC3)cc21
-10%	Oc1ccc(-c2cc(-c3ccc(O)cc3)nc(-c3ccccc3)n2)cc1
1%	Cc1cc([N+](=O)[O-])nn1CC(=O)NC1CCCCC1
12%[76.3 µM]	CCN(C(=O)C1CCN(c2ncnc3c2nc2n3CCCCC2)CC1)c1cccc(Cl)c1
11%[76.3 µM]	O=C(COc1ccc2c(c1)oc(=O)c1ccccc12)N[C@@H](Cc1c[nH]c2ccccc12)C(=O)O
14%[76.3 µM]	COc1cc(-c2noc(C)c2C#CCO)cc(OC)c1OC
-6%[76.3 µM]	COc1ccc(OCc2cc(C(=O)NC3CCc4ccccc43)no2)c(Cl)c1 (configuration not stated)
1%[76.3 µM]	O=C(c1cccc(N2CCCC2=O)c1)N1CCN(c2ccc(F)cc2)CC1
-8%[76.3 µM]	COc1ccc(NC(=O)CSc2nnc(-c3nonc3NC(C)=O)n2C)cc1Cl
-8%[76.3 µM]	O=C(Nc1ccc(N2CCOCC2)cc1N1CCOCC1)c1ccc([N+](=O)[O-])cc1Cl
-6%[76.3 µM]	O=S(=O)(Nc1ccc(Br)cc1)c1cccc(NC(=S)NCCN2CCOCC2)c1
1%	CCc1ccc(CN(C)C(=O)c2ccc3c(c2)OCCO3)cc1
0%	COCc1nc2oc3ccccc3c(=O)c2cc1C(=O)OC
-3%[76.3 µM]	CCOc1cccc(C(=O)Nc2ccc3ccccc3c2)c1
-10%	CC1(C)CC(=O)N(c2ccc(Cl)cc2Cl)C(=O)C1
4%	CC(=O)Nc1cccc(-n2c(=O)n(Cc3ccccc3)c(=O)c3[nH]cnc32)c1
-3%	COc1ccc(-n2cnnc2SCC(=O)Nc2ccc(C(N)=O)cc2)cc1
-3%[76.3 µM]	O=S(=O)(Nc1ccon1)c1ccc(Br)cc1
3%[76.3 µM]	CCN(CC)S(=O)(=O)c1cccc(NC(=O)CNc2cccc(S(=O)(=O)N3CCCC3)c2)c1
13%[76.3 µM]	C[C@@]12C(=O)N(Cc3ccc(-c4ccccc4)cc3)CC(=O)N1[C@H](/C=C/c1ccccc1)[C@@H]1C(=O)N(c3ccccc3)C(=O)[C@@H]12
-8%[76.3 µM]	CCCCOC(=O)c1ccc(NC(=O)c2cc3c(=O)n4cccc(C)c4nc3n2C)cc1
5%[76.3 µM]	CCc1c(C)nc(SC/C=C/c2ccccc2)[nH]c1=O
-5%[76.3 µM]	Cc1[nH]c2ccc(C(=O)NCCCN3CCCCC3)cc2c1C
4%	COc1ccc(S(=O)(=O)N(C)C)cc1NC(=O)CCNC(=O)c1ccccc1OC
3%	CC(=O)Nc1ccc(NC(=O)c2c(-c3ccccc3Cl)noc2C)cc1
6%	CCN(c1cc(C)cc(C)c1)S(=O)(=O)c1nnc(NC(=O)C(C)(C)C)s1
5%[76.3 µM]	O=C(CCCCCNC(=O)N1CCn2c1nc1ccccc12)N[C@@H](C(=O)O)c1ccccc1
1%[76.3 µM]	CCOC(=O)c1c(S(=O)(=O)N2CCCC2)c(C)n(C)c1C
-16%[76.3 µM]	CC(=O)N1CCN(c2ccc(NC(=O)c3cccc(Cl)c3)cc2)CC1
-2%	O=C(COC(=O)c1nsc(Cl)c1Cl)NC1CCCC1
4%[76.3 µM]	C#CCOc1c(Cl)cc(C2C3=C(CCCC3=O)N(CC(=O)O)C3=C2C(=O)CCC3)cc1OC
11%[76.3 µM]	CCCCn1c(=O)[nH]c(=O)c2c1nc(-c1ccc(OCC)cc1)n2CC
4%[76.3 µM]	COc1ccc(S(=O)(=O)Nc2ccc(F)cc2F)cc1C(=O)N1CCOCC1
-9%	Cc1ccc(S(=O)(=O)N[C@@H](CO)C(=O)N[C@@H](Cc2ccc(O)cc2)C(=O)O)cc1
13%[76.3 µM]	Cc1ccc(C)c(S(=O)(=O)c2nnn3c2nc(Nc2ccc(C)c(C)c2)c2sccc23)c1
4%	CN(C)c1cccc(C(=O)NC2CCCc3ccccc32)c1 (configuration not stated)
-5%[76.3 µM]	c1ccc(CN2CCC(N3CCC(N4CCCCCC4)CC3)CC2)cc1
-1%	Cc1ccc(-c2c(C)nn3c(N4CCOCC4)cc(C)nc23)cc1
-14%[76.3 µM]	O=S(=O)(c1cccc(Br)c1)N1CCN(c2ccnc3cc(Cl)ccc23)CC1
0%[76.3 µM]	O=C(NC1CC2CCCC(C1)N2Cc1ccc(F)cc1)c1ccc(F)cc1 (configuration not stated)
-4%[76.3 µM]	O=C(COc1ccccc1Cl)Nc1nnc(S(=O)(=O)N2CCCCCC2)s1
19%[76.3 µM]	COc1ccc(-c2nn(-c3ccccc3)cc2C(N)=O)cc1OC
3%[76.3 µM]	COc1cccc(-c2ccc(SCC(=O)NC3CCCCC3)nn2)c1
-3%[76.3 µM]	CCC1=Nc2cc(C(=O)NCCCN3CCOCC3)ccc2Sc2ccc(Br)cc21
-4%[76.3 µM]	CCc1cccc(CC)c1NC(=O)c1cccc(S(=O)(=O)N2CCN(C)CC2)c1
-3%[76.3 µM]	Cc1cc(=O)c(C(=O)O)nn1-c1ccccc1[N+](=O)[O-]
2%[76.3 µM]	Cc1ccc(C(=O)NC(C)C2CCCO2)o1 (configuration not stated)
-13%[76.3 µM]	COc1ccc(C2CC(=O)N(Cc3ccccc3)c3c2c(C)nn3-c2nc(C)cc(C)n2)c(OC)c1 (configuration not stated)
1%	Cc1ccc(-c2cc(C(=O)NCCCN3CCOCC3)c3ccccc3n2)cc1C
-4%[76.3 µM]	COc1ccccc1N1CCN(C2CCCN(C(=O)CN3CCCC3=O)C2)CC1 (configuration not stated)
-12%[76.3 µM]	COc1cccc(OCC(=O)Nc2c3c(nn2-c2ccc(F)cc2)CS(=O)(=O)C3)c1
-13%[76.3 µM]	COc1ccc(NC(=O)C2CCCN(S(=O)(=O)c3ccc4[nH]c(=O)ccc4c3)C2)cc1Cl (configuration not stated)
-5%[76.3 µM]	Cc1cc(C)cc(NC(=O)C2CCC(CNS(=O)(=O)c3ccc4c(c3)C(C)(C)C(=O)N4C)CC2)c1 (configuration not stated)
4%	O=C(O)CCN1C(=O)/C(=C\c2cccc(Oc3ccccc3)c2)SC1=S
1%&6%[76.3 µM]	CCc1cccc(C)c1NC(=O)Cn1nc(C)n2cccc2c1=O
-10%[76.3 µM]	CCn1nnnc1NCc1ccc(Cl)cc1
-4%[76.3 µM]	COc1ccc(Nc2nnc(-c3ccc(C(N)=O)cc3)c3ccccc23)cc1

(listing goes on)
GAA glycogen	smiles
-1%[76.3 µM]	COc1cc(C(=O)OCC(=O)N2CCOCC2)c([N+](=O)[O-])cc1OC
?	S=C(NNC(=S)Nc1ccccc1)Nc1ccccc1
5%[76.3 µM]	CCOC(=O)c1ccccc1NC(=O)N(Cc1ccc(CC)cc1)Cc1cn[nH]c1-c1ccc(OC)cc1
1%[76.3 µM]	Cc1nc(NC(=S)NC(=O)c2ccco2)sc1C(=O)N(C)C
7%[76.3 µM]	Cc1ccc(F)c(Oc2cc(NN3CCCCC3)c([N+](=O)[O-])cc2[N+](=O)[O-])c1
